CCT modulator – High-Throughput Screening for Modulators of Cytosolic Chaperonin Activity; purified chaperonin ATPase assay, HTRF ADP detection, 30 min; activity change, % (test concentration not listed), hits read low; actives 0.3% (n = 360,000); in the data active = activity change below about -30%; also: % is scaled to controls: 0 for no effect and ±100 for the full control effect
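We incubate TRiC, 40 or 20 nM final, with library compounds at 76 uM and 10 uM ATP for 30 min at 37 °C. ADP formed is detected with Transcreener HTRF reagents after 30 min at room temperature.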
Nrf2 activator – qHTS of Nrf2 Activators; actives 0.31% (n = 410,000); AREc32 ARE-luciferase reporter (MCF7-derived line), luminescence, 24 h; Potency, µM (highest dose often 46.1 µM), inactives show at the highest dose activation, actives largely listed as activators; also: potency is read from the fitted curve at half-maximal effect; % of control where 0% means no effect; nearly all actives have a fitted effect of over 65% in size
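For detection, Steady-Glo was added and plates sat 30 min at RT; before that, AREc32_Fluc cells grown overnight in OPTI-MEM/5% FBS had been treated with 23 nL compound for 24 hr at 37 deg C.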
A549 tox – Nrf2 qHTS screen for inhibitors: counterscreen for cytotoxicity; Potency, µM (titrated, usually from 46 µM), for inactives: top-dose activity change, negative = cytotoxicity, hits mostly inhibitors; actives 0.16% (n = 390,000); A549 ARE-Fluc cells, CellTiter-Fluor viability, 18-24 h; also: potency is read from the fitted curve at half-maximal effect; % is scaled to controls: 0 for no effect and ±100 for the full control effect
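Cytotoxicity counterscreen: CellTiter-Fluor fluorescence was measured in A549 ARE_Fluc cells after 18-24 h of compound exposure in a concentration series. The subsequent BugLite luminescent read reports ARE-luciferase activity.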
TGFb SMAD3 inh – qHTS for Inhibitors of TGF-b | HepG2 CAGA-GFP TGF-b/SMAD3 reporter, GFP fluorescence, 18 h; TGF-beta stimulated, 500 pg/mL final | Potency, µM (series often up to 46.1 µM), without a hit: at the top dose activity, negative = inhibition, actives largely listed as inhibitors | actives 1.2% (n = 410,000) | AID 588855, 2011; also: potency is read from the fitted curve at half-maximal effect; % is scaled to controls: 0 for no effect and ±100 for the full control effect; nearly all actives have a fitted effect of over 65% in size
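HEPG2 CAGA-GFP reporter cells (1000/well, DMEM with 1% FBS) received compounds, then recombinant TGF-beta at 500 pg/mL final for 18 hours at 37 degrees C. Per-cell GFP summed per well was normalised to unstimulated and stimulated DMSO controls before curve fitting.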
MmCpn inh – Inhibitors of TCP-1 ring complex (TRiC) of Methanococcus maripaludis (MmCpn): qHTS; actives 0.031% (n = 330,000); purified Mm-Cpn ATPase, ADP Transcreener TR-FRET; Chaperonin Mm-Cpn (Methanococcus maripaludis); AID 504842, 2011; Potency, µM (series often up to 76.9 µM), for the others: at the top dose activity, negative = inhibition, actives largely listed as inhibitors; also: potency is read from the fitted curve at half-maximal effect; % is scaled to controls: 0 for no effect and ±100 for the full control effect; nearly all actives have a fitted effect of over 80% in size
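Compound-treated chaperonin, 25 nM final, turns over 10 uM ATP at 37°C for 30 min following a 10 min preincubation; ADP generated competes with ADP-d2 for Eu-cryptate antibody, lowering FRET.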
HepG2 viability – qHTS for Inhibitors of TGF-b: Cytotox Counterscreen | HepG2 CAGA-GFP viability, ATP luminescence, 18 h | actives 0.76% (n = 410,000) | AID 588856, 2011 | Potency, µM (titrated, usually from 46.1 µM), inactives show at the top dose activity change, negative = cytotoxicity, usual class: cytotoxic; also: potency is read from the fitted curve at half-maximal effect; some results filed as inactive show a strong effect at the top dose
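HepG2 CAGA-GFP cells (1000/well, DMEM with 1% FBS) received compound, then TGF-beta at 500 pg/mL final, and were incubated 18 hours at 37 degrees C. Viability was read by CellTiter-Glo luminescence. Media-only wells were set as complete cell-killing and DMSO as no toxicity.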
Nrf2 inh – Nrf2 qHTS screen for inhibitors. A549 ARE-Fluc reporter, luciferase luminescence, 18-24 h. Potency, µM (highest dose often 46 µM), for the others: top-dose activity change, negative = inhibition, usual class: inhibitors. actives 2.1% (n = 360,000). AID 504444, 2011; also: potency is read from the fitted curve at half-maximal effect; % is scaled to controls: 0 for no effect and ±100 for the full control effect; nearly all actives have a fitted effect of over 60% in size
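Cells were seeded and rested 2 h, then exposed to compounds for 18-24 h. CellTiter-Fluor was read first as a viability measure. BugLite was added 15 min before the final luminescent read of ARE-luciferase activity in A549 cells.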
Abeta rescue – qHTS for compounds that reverse cellular toxicity of Amyloid beta (A-beta) peptide in yeast: Primary Screen; actives 0.063% (n = 410,000); yeast expressing A-beta42, growth rescue, OD600, 48 h; response scale: 0% DMSO, 100% iron-clioquinol control; Potency, µM (series often up to 46.1 µM), for the others: at the highest dose growth rescue, actives largely listed as activators; also: potency is read from the fitted curve at half-maximal effect; nearly all actives have a fitted effect of over 55% in size
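Yeast A-beta toxicity model in growth medium with pinned compounds, 48 h at 30 C; growth read as absorbance at 600 nm. Normalized to FeCl3/clioquinol equimolar mix (positive) and DMSO (negative).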
Akt phos inh – HTS Assay for Inhibitors of Akt Phophorylation: Primary Screen; actives 0.32% (n = 360,000); AID 651550, 2012; activity change, % for hits at 50 µM; Neuro2A IGF-stimulated pAkt S473 HTRF, 20 min; active compounds read low; in the data active = activity change below about -80%; inconclusive = mostly about -51% to -80%; also: % is scaled to controls: 0 for no effect and ±100 for the full control effect
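Single-point screen (50 µM final compound) in Neuro2A cells stimulated 20 min with 6 nM IGF at 37 deg C. After lysis, Ser473-phosphorylated Akt read by HTRF (ex 330 nm, em 615/665 nm) as the 665/615 ratio.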
Starred values were filed as active, the others as inactive; i = inactive; ? = inconclusive; . = no result given; & = joins results of further samples; [ ] = another dose, or the depositor's remark. Unless noted, calls follow the shape of the dose curve; as a rule, active = well fitted curve in the direction sought with a large enough effect; inconclusive = small, poorly fitted or top-dose-only effect, or another doubt; inactive = no such curve, though single readings can be large; an effect the other way counts as inactive or inconclusive. Rows are unselected; about 4.3% have a hit in one of these screens.

Fields – CCT modulator | Nrf2 activator | A549 tox | TGFb SMAD3 inh | MmCpn inh | HepG2 viability | Nrf2 inh | Abeta rescue | Akt phos inh
- O=C(NC(=S)Nc1ccccc1N1CCCCC1)c1cccs1
→ 2.1 | 19% | -4% | ? | 2% | -25% | 19% | 14% | i
- CCCCn1c(N)c(N(Cc2ccccc2OC)C(=O)CN2C(=O)NC3(CCCC3)C2=O)c(=O)[nH]c1=O
→ 0.8 | -0.9% | -6% | 0% | -1% | 2% | 1% | 13% | i
- Cc1cc(C)c(NC(=O)Cn2c(=O)n(Cc3ccco3)c(=O)c3ccccc32)c(C)c1
→ -0.6 | -0.6% | 5% | 10% | 2% | -9% | . | 19% | i
- COc1ccc(C(C)=O)cc1Cn1nnc(-c2ccccc2Br)n1
→ -2.3 | 0.1% | -1% | 0% | 2% | 2% | 5% | -14% | i
- COc1cc(C(=O)N2c3ccccc3CC2C)cc(OC)c1OC (centres undefined)
→ 2.4 | 3.6% | -7% | ? | 2% | 8% | . | -21% | i
- COc1ccc(C(O)Cn2cc([N+](=O)[O-])nc2C)cc1 (centres undefined)
→ 2.1 | -0.3% | 1% | 2% | 3% | 11% | 3% | -16% | i
- O=C(Cn1ccc([N+](=O)[O-])n1)Nc1nc2ccccc2s1
→ -2.8 | 7.9% | -14% | -6% | 0% | -10% | 17% | -6% | i
- COc1ccccc1NC(=S)NC1CCCCC1
→ 1.3 | 0.5% | 16% | 2% | 1% | -45% | -1% | ? | i
- O=C(COc1ccccc1Br)c1ccc2c(c1)OCO2
→ -1.0 | 2.3% | 0% | -24% | -14% | -1% | ? | 15% | i
- CC[C@]12c3[nH]c4ccc(Cl)cc4c3CCN1C(=O)[C@@H](CC(=O)NCCCOC)C[C@@H]2C(=O)N1CCN(C(=O)C2CC2)CC1
→ 0.8 | -0.5% | 6% | ? | -2% | 7% | -3% | -17% | i
- CN(C(=O)CSc1cn(CC(=O)N2CCOCC2)c2ccccc12)c1ccccc1
→ -4.2 | 2.2%&3.7% | -12%&8% | -1%&-23% | 1% | 6%&0% | 9%&30% | 8%&1% | i
- CC(=O)c1ccc(NC(=O)c2cc(Cl)nc3ccccc23)cc1
→ -0.6 | 6.1% | -3% | -4% | 1% | -17% | -12% | 9% | i
- COc1ccc(NC(=O)C2(C)Cc3c(-c4ccc5c(c4)OCO5)ccnc3O2)cn1 (centres undefined)
→ -4.7 | 0.0%[9.22 µM] | . | -21% | . | -85% | . | 12% | i
- Fc1cc(F)cc(NC(=S)N2CCC(c3ccccc3)C2)c1 (centres undefined)
→ 1.1 | -0.4% | -2% | 1% | 0% | 1% | 22% | 1% | i
- CCOc1ccccc1N(CC(=O)NCCSc1ccccc1)S(=O)(=O)c1ccccc1
→ . | 4.4% | -5% | ? | . | -35% | -28% | 3% | .
- CCOc1ccc(CCNC(=O)c2ccc(N3CCCC3=O)cc2)cc1OCC
→ 1.5 | -0.2% | -2% | 8% | . | 4% | ? | 20% | i
- Oc1[nH]c2ccccc2c1C1=NCCCC1
→ -0.1 | 17% | 2% | -14% | -1% | -3% | -6% | 3% | i
- Cc1c(NC(=O)COC(=O)c2cc(-c3ccc(-c4ccccc4)cc3)nc3ccccc23)c(=O)n(-c2ccccc2)n1C
→ -4.9 | -0.5%[9.22 µM] | -7% | 0% | -2% | -52% | ? | 1% | i
- CCOc1ccccc1CNC(=O)CN1C(=O)CCn2nc(-c3cn(C)c4ccccc34)cc21
→ . | 0.1% | 5% | -20% | . | -16% | . | -8% | .
- CCOC(=O)N1CCC(NCCNC(=O)c2ccco2)CC1
→ -2.4 | 0.2% | 1% | 8% | -4% | 5% | -20% | 6% | i
- C[C@H](CO)N1C[C@H](C)[C@@H](CN(C)S(=O)(=O)c2ccc(F)cc2)Oc2ccc(NC(=O)Nc3ccccc3)cc2C1=O
→ -1.8 | 0.0% | -1% | -43% | 1% | 4% | -6% | -4% | i
- O=C(O)c1ccccc1C(=O)N1N=C(c2ccccc2)CC1c1ccccc1O (centres undefined)
→ -1.5 | ? | 0% | -15% | 1% | -16% | 0% | -8% | i
- CC1CCN(C(=O)CN(c2ccc3c(c2)OCCO3)S(=O)(=O)c2ccccc2)CC1
→ 0.5 | 0.6% | -6% | 0% | 0% | -2% | ? | 9% | i
- COc1cc(C(=O)NCC(=O)OC(C)C(=O)Nc2ncc(Cl)cc2Cl)cc(OC)c1OC (centres undefined)
→ -1.0 | -0.1% | 5% | -5% | 0% | -1% | 4% | -3% | i
- COc1ccc(C)cc1NC(=O)CSc1nnc(COc2ccc(Cl)cc2)n1Cc1ccco1
→ -0.3 | 6.8% | -20% | ? | -3% | -35% | ? | 5% | ?
- CCOC(=O)c1c(C)[nH]c(C(=O)N/N=C\c2ccccc2Cl)c1C
→ -2.5 | 3.5%[9.22 µM] | -5% | -22% | 2% | -27% | ? | -6% | i
- COc1ccc(OCC(=O)N/N=C/C(C)=C/c2ccco2)c(Br)c1
→ 1.4 | ? | -6% | ? | -1% | -102% | 0% | -12% | i
- COc1ccccc1NS(=O)(=O)c1ccc(C(=O)N2CCCCCC2)cc1
→ 0.5 | 1.7% | -10% | 12% | 1% | -11% | 10µM* | 31% | i
- O=S(=O)(Nc1cc(Cl)ccc1N1CCCCC1)c1cccs1
→ -1.2 | -0.5% | -4% | -7% | -4% | -27% | ? | 10% | i
- CCN(CC)CCCNc1ncnc2ccccc12
→ -2.1 | -0.5% | -3% | 10% | 4% | 5% | 0% | 4% | i
- COC(=O)c1ccc(COC(=O)C23CC4CC(CC(O)(C4)C2)C3)o1
→ -8.3 | -0.5% | 2% | -13% | -2% | 6% | 21% | 2% | i
- COC(=O)c1cc(Cl)cc2c(C)c(C3(O)CCCCC3)[nH]c12
→ -1.4 | 5.1% | 1% | -25% | 2% | -36% | -18% | -58%[inhibitor] | i
- COc1ccc(C(=O)Cc2ccc(OC)c(OC)c2)c(OC)c1
→ -2.1 | 0.4% | 4% | -11% | -2% | -8% | ? | 20% | i
- COc1ccc(N2CCN(S(=O)(=O)c3ccc(-c4cc(C)no4)s3)CC2)cc1
→ -2.3 | -0.3% | 0% | 2% | -1% | -1% | -5% | 6% | i
- O=c1[nH]cnc2c1ncn2[C@@H]1O[C@H](CO)[C@@H](O)[C@H]1O
→ -0.2 | -0.5% | -5% | 10% | 0% | 27% | ? | 9% | i
- COC(=O)c1cnn2c(C(F)(F)F)cc(-c3ccccc3)nc12
→ 0.9 | -0.4% | -11% | -3% | -4% | 4% | 11% | -17% | .
- Cc1nonc1OCC(C)(COc1nonc1C)NC(=O)c1ccc(Cl)cc1
→ -2.8 | -0.4% | -15% | 6% | 2% | -24% | -2% | -14% | i
- O=C(O)C1CCN(c2ccc(S(=O)(=O)N3CCOCC3)cc2[N+](=O)[O-])CC1
→ -2.8 | -0.5% | -19% | 1% | -1% | 7% | -18% | -9% | i
- O=C(NCc1cccs1)C1CC(c2ccc(Cl)c(Cl)c2)=NO1 (centres undefined)
→ -0.6 | 0.5% | -1% | ? | 0% | -2% | 0% | -13% | i
- CCOC(=O)CNC(=O)CNC(=O)Cn1ccc2ccccc2c1=O
→ -1.8 | 0.1% | -3% | 1% | 1% | -1% | -6% | 8% | i
- CO/N=C/C(C#N)=C/c1ccc(OC)c(OC)c1
→ 2.8 | 0.5%[9.22 µM] | 7% | 3% | -1% | 1% | -23% | -3% | i
- CCCCCCc1cc2cc(C(=O)NC)c(=N)oc2cc1O
→ -0.2 | -0.2% | 12% | 29% | -2% | -1% | -5% | -7% | i
- CN1C(=O)NC(c2ccccc2Cl)C2=C1CC(C)(C)CC2=O (centres undefined)
→ -0.5 | 0.5% | -10% | 27% | 0% | 3% | -13% | -14% | i
- COc1ccc(-c2nc3cc(NC(=O)Cc4ccc(OC)c(OC)c4)ccc3o2)cc1
→ 0.5 | 0.6% | ? | ? | -1% | -24% | 15µM* | -17% | i
- COC(=O)c1cc(CNC(=O)CCCSc2ccccc2)ccc1OC
→ -1.3 | -0.6% | 3% | 5% | 4% | -15% | ? | 0% | i
- CSc1ncccc1C(=O)NCCc1ccccc1F
→ -0.8 | 0.2% | 6% | -2% | -1% | -21% | 17% | -13% | i
- Cc1ccc(-c2cn3cccc(C)c3n2)cc1NS(=O)(=O)c1ccccc1
→ . | 9.6% | 1% | -3% | . | -17% | 14% | -11% | .
- COc1ccc(NC(=O)COC(=O)C23CC4CC(CC(NC(C)=O)(C4)C2)C3)cc1S(=O)(=O)N1CCOCC1
→ 0.5 | -0.7% | -5% | -8% | -3% | 3% | 6% | -1% | i
- COC(=O)c1cc(=O)n2c(sc3ccccc32)c1C#N
→ -12 | -0.1% | 1% | -12% | -8% | -18% | 9% | -24% | i

3 entries already listed, sorted by heavy-atom count, high to low:
Fields – CCT modulator | Nrf2 activator | A549 tox | TGFb SMAD3 inh | MmCpn inh | HepG2 viability | Nrf2 inh | Abeta rescue | Akt phos inh
- COc1ccc(-c2nc3cc(NC(=O)Cc4ccc(OC)c(OC)c4)ccc3o2)cc1
→ 0.5 | 0.6% | ? | ? | -1% | -24% | 15µM* | -17% | i
- CN1C(=O)NC(c2ccccc2Cl)C2=C1CC(C)(C)CC2=O (centres undefined)
→ -0.5 | 0.5% | -10% | 27% | 0% | 3% | -13% | -14% | i
- CO/N=C/C(C#N)=C/c1ccc(OC)c(OC)c1
→ 2.8 | 0.5%[9.22 µM] | 7% | 3% | -1% | 1% | -23% | -3% | i

Screens: PubChem, National Center for Advancing Translational Sciences (NCATS)
